KDM5B inh: Primary screen for KDM5B Histone Demethylases FDH-coupled qHTS; Lysine-specific demethylase 5B (Homo sapiens), Q9UGL1; KDM5B demethylase, FDH-coupled NADH fluorescence (FDH is formaldehyde dehydrogenase); Potency, µM (titrated, usually from 57.7 µM), inactives show at the highest dose activity change, negative = inhibition, usual class: inhibitors; 220,000 tested, 2.6% active; AID 1347165, 2019; active = well fitted inhibition curve with a large enough effect; inconclusive = small, poorly fitted or top-dose-only effect; inactive = no such curve, though single readings can be large or run the other way; also: 0% is about no effect; nearly all actives have a fitted effect of over 70% in size
Target sequence (Q9UGL1 whole entry, looked up): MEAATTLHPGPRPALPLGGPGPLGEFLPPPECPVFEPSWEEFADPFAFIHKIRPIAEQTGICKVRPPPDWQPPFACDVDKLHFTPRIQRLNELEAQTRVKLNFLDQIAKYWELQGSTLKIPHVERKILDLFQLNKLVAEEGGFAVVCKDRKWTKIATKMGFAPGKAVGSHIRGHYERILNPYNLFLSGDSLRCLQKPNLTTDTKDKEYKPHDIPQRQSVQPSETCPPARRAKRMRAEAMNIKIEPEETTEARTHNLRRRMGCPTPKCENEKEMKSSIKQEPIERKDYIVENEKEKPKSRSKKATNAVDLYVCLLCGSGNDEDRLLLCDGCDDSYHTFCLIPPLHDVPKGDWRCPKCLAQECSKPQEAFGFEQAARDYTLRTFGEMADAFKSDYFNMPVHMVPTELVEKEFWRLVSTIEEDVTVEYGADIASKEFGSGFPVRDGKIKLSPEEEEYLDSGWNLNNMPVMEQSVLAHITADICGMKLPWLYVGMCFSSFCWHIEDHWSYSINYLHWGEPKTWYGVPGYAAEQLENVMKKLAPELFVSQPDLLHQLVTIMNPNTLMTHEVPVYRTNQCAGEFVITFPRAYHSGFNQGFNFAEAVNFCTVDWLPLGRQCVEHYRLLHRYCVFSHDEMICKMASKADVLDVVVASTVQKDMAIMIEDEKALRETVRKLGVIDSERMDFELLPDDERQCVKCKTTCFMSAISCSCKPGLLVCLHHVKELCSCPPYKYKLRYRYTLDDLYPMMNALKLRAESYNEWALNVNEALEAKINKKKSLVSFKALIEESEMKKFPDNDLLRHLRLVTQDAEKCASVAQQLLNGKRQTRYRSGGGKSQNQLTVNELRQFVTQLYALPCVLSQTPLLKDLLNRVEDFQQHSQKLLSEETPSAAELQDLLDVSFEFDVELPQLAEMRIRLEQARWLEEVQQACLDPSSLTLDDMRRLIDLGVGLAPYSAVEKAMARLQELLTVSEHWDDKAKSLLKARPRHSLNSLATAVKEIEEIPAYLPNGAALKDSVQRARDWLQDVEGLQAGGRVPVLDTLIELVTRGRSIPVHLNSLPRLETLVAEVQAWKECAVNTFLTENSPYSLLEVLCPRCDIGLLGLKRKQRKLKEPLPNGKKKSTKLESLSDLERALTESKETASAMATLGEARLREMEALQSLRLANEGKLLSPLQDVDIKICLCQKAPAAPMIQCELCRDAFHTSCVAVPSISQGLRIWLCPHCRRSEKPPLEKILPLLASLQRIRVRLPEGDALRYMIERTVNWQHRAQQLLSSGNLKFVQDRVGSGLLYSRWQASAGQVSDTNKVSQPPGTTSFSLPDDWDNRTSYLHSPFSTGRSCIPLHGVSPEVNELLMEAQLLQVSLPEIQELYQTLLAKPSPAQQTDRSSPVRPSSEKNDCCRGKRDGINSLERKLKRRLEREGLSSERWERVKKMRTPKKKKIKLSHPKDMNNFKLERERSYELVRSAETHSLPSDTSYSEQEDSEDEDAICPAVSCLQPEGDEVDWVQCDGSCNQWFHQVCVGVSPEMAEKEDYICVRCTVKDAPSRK
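Inhibition is measured as reduced NADH fluorescence generation from FDH coupling to formaldehyde release. Truncated KDM5BΔAP at 200 nM final acts on H3K4me3 peptide (12.5 µM in substrate mix) in pH 7.5 HEPES buffer with Tween-20, 30 min, room temperature.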
* = called active by the depositor; [ ] = another dose, or the depositor's remark. Potency is read from the fitted curve at half-maximal effect.

Start of the data: the first 4 entries, ahead of the listing:
Results for Cc1cc(F)ccc1Nc1ncncc1-c1nc(-c2ccccc2)no1 ?
KDM5B inh: 7.9µM*

Results for CN1[C@@H](CCC(=O)N2CCC(O)CC2)CNC(=O)[C@@H]2[C@H]1CCN2Cc1nc2ccccc2n1C ?
KDM5B inh: inconclusive

What do the screens show for `Cc1ccc2nc(-c3ccco3)c(Nc3ccc4c(c3)OCCO4)n2c1`?
KDM5B inh: inactive

Results for CCOc1cc(C(=O)NCCc2csc3nc(-c4ccccc4F)nn23)cc(OCC)c1OCC ?
KDM5B inh: -11%

The listing, repeating the preview:
Results for Cc1cc(F)ccc1Nc1ncncc1-c1nc(-c2ccccc2)no1 ?
KDM5B inh: 7.9µM*

Results for CN1[C@@H](CCC(=O)N2CCC(O)CC2)CNC(=O)[C@@H]2[C@H]1CCN2Cc1nc2ccccc2n1C ?
KDM5B inh: inconclusive

What do the screens show for `Cc1ccc2nc(-c3ccco3)c(Nc3ccc4c(c3)OCCO4)n2c1`?
KDM5B inh: inactive

Results for CCOc1cc(C(=O)NCCc2csc3nc(-c4ccccc4F)nn23)cc(OCC)c1OCC ?
KDM5B inh: -11%

How did O=C(NC1CCN(c2cc(-c3ccc(Cl)cc3)[nH]n2)C1)c1c[nH]c2ccccc12 (configuration not stated) do in these assays?
KDM5B inh: 11µM*

What do the screens show for `CCC(CC)C(=O)Nc1ccc2nc(SCC(=O)N3c4ccccc4CC3C)sc2c1` (configuration not stated)?
KDM5B inh: -5%

Results for Fc1cccc(-n2ncc3c2ncn2nc(COc4ccc(Cl)cc4)nc32)c1 ?
KDM5B inh: -40%

How did O=C(C1CCCC1)N1CC2(CCN(C3COC3)C2)Cc2ccccc21 (configuration not stated) do in these assays?
KDM5B inh: -4%[115 µM]

How did CC1(C)CC(NC(=S)Nc2cccc(F)c2)CC(C)(C)N1 do in these assays?
KDM5B inh: -14%

What do the screens show for `COCCNc1oc(-c2ccc(OC)cc2)nc1S(=O)(=O)c1ccccc1`?
KDM5B inh: 9%

Results for COc1ccccc1-n1nc(CC(N)=O)nc1Cn1cnc2ccccc21 ?
KDM5B inh: inconclusive

What do the screens show for `COc1ccc2cc3cc(C(=O)N4CCN(c5cccc(Cl)c5)CC4)sc3nc2c1`?
KDM5B inh: 10%

Results for CC(C)N1C[C@H](O)C[C@H]1c1nnc2n1CCN(C(=O)COc1ccc(F)cc1)C2 ?
KDM5B inh: inconclusive

How did CCc1ccc(CNCC2CCCO2)cc1 (configuration not stated) do in these assays?
KDM5B inh: 15%

How did Cc1ccc(SCC(=O)NC(C)(C#N)C2CC2)c(C)c1 (configuration not stated) do in these assays?
KDM5B inh: -8%

What do the screens show for `COc1ccc2cnn(CC(=O)N3CCN(c4ccc(F)cc4)CC3)c(=O)c2c1OC`?
KDM5B inh: 7%

What do the screens show for `CCOc1ccc(-c2nc(C3CC(=O)N(c4ccc(F)c(Cl)c4)C3)no2)cc1` (configuration not stated)?
KDM5B inh: inconclusive

How did COc1ccc(S(=O)(=O)Nc2ccccc2CCc2nc3ccccc3n2C)cc1OC do in these assays?
KDM5B inh: 7%

What do the screens show for `COc1ccccc1NC(=O)/C(C#N)=C/c1cccn1C`?
KDM5B inh: -2%

What do the screens show for `O=C(NCCC1=CCCCC1)c1ccc2c(c1)N(Cc1ccccc1)C(=O)c1ccccc1S2=O` (configuration not stated)?
KDM5B inh: -47%

3 entries from above, ordered by count of non-hydrogen atoms, descending.
What do the screens show for `O=C(NCCC1=CCCCC1)c1ccc2c(c1)N(Cc1ccccc1)C(=O)c1ccccc1S2=O` (configuration not stated)?
KDM5B inh: -47%

What do the screens show for `CCOc1ccc(-c2nc(C3CC(=O)N(c4ccc(F)c(Cl)c4)C3)no2)cc1` (configuration not stated)?
KDM5B inh: inconclusive

Results for COc1ccccc1-n1nc(CC(N)=O)nc1Cn1cnc2ccccc21 ?
KDM5B inh: inconclusive

(cont.)
What do the screens show for `COC(=O)NCc1c(C)nn(-c2ccccc2)c1-n1cccc1`?
KDM5B inh: -23%

Results for C#CCNC(=O)[C@@H]1Cc2cn(CC3CC3)c3cccc(c23)[C@H](CC(C)C)N1 ?
KDM5B inh: inconclusive

Results for CCCCN(C(=O)C1CCC(CNS(=O)(=O)c2cccc3nsnc23)CC1)c1ccccc1 (configuration not stated) ?
KDM5B inh: -22%

How did O=C(/C=C/c1cccc(Cl)c1Cl)NC(C1CC1)C1CC1 do in these assays?
KDM5B inh: -8%

Results for COc1ccc(CNC(=O)Nc2cccc(-c3ccc(N4CCCCC4)nn3)c2)cc1 ?
KDM5B inh: -22%

Results for COc1cccc(-c2cc(C3CCN(C(=O)Nc4cccc(F)c4)CC3)[nH]n2)c1 ?
KDM5B inh: -12%

Results for O=C(NCCc1ccccc1)c1cc(-c2ccc(Cl)cc2)on1 ?
KDM5B inh: -11%

Results for O=C1NCN(Cc2ccc(Cl)cc2)C12CCN([S+](=O)([O-])c1cccs1)CC2 ?
KDM5B inh: 10%

Results for CCN(CC(=O)NCCC1=CCCCC1)S(=O)(=O)c1ccccc1 ?
KDM5B inh: 21%

How did O=C(C1CC1)N1CCCC(CN2CCCC2)CC1 (configuration not stated) do in these assays?
KDM5B inh: -10%

Results for Clc1ccc2nc(-c3nc(C4CCOC4)no3)cn2c1 (configuration not stated) ?
KDM5B inh: 22µM*

How did Cc1nc2ccc(C(=O)OC(C)C(=O)NC3CCCC3)cc2nc1C (configuration not stated) do in these assays?
KDM5B inh: 2%

Results for CCOc1ccc2oc(C(=O)NC(c3ccc(F)cc3)c3nccn3C)c(C)c2c1 (configuration not stated) ?
KDM5B inh: inconclusive

What do the screens show for `O=C1CC(c2ccccc2)N(C(=O)CNS(=O)(=O)c2ccccc2)CCCCCCN1` (configuration not stated)?
KDM5B inh: 26%

What do the screens show for `COc1ccc(-c2ccc3nnc(CNC(=O)CCc4cccc(OC)c4)n3n2)cc1`?
KDM5B inh: inconclusive

How did CC1CCCCN1C(=O)CSc1nc2ccsc2c(=O)n1-c1cc(F)cc(F)c1 (configuration not stated) do in these assays?
KDM5B inh: 4%

How did CC1=C(C(=O)NCc2ccc(Cl)cc2)C2(CCCCCC2)OC1=O do in these assays?
KDM5B inh: -10%

How did CC(C)CNc1ccc2c(n1)C(C)(C(=O)Nc1cccnc1)CN(Cc1ccccc1)C2 (configuration not stated) do in these assays?
KDM5B inh: 32µM*

How did OCCN(CC#CC(O)(c1ccccc1)c1cccc(F)c1)CCO (configuration not stated) do in these assays?
KDM5B inh: -28%

What do the screens show for `CNC(=O)C1(NC(=O)CNC(=O)CC(C)(C)C)CCCCC1`?
KDM5B inh: 8%

Among those listed so far, three contain an aryl thioether with sulfur outside any ring.
What do the screens show for `CCC(CC)C(=O)Nc1ccc2nc(SCC(=O)N3c4ccccc4CC3C)sc2c1` (configuration not stated)?
KDM5B inh: -5%

How did Cc1ccc(SCC(=O)NC(C)(C#N)C2CC2)c(C)c1 (configuration not stated) do in these assays?
KDM5B inh: -8%

How did CC1CCCCN1C(=O)CSc1nc2ccsc2c(=O)n1-c1cc(F)cc(F)c1 (configuration not stated) do in these assays?
KDM5B inh: 4%

Next section.
How did CCCS(=O)(=O)N1CC[C@H]2C(=O)NCCCCCCN(Cc3ccncc3)[C@@H]2C1 do in these assays?
KDM5B inh: inconclusive

What do the screens show for `NS(=O)(=O)c1ccc(CNC(=O)CCS(=O)(=O)Cc2ccccc2)cc1`?
KDM5B inh: -5%

Results for COCCN1C(=O)c2ccccc2C(C(=O)Nc2cccc(NC(C)=O)c2)C12CCCCC2 (configuration not stated) ?
KDM5B inh: -4%

Results for Cc1ccc2c(c1)c1c(n2CC(O)CN2CCCCC2C)CCCC1 (configuration not stated) ?
KDM5B inh: -14%

How did COc1ccc(NC(=O)CN2CCN(S(=O)(=O)c3ccc(Br)cc3)CC2)cc1 do in these assays?
KDM5B inh: -3%

How did Cc1oc2c(c1C(=O)NCc1ccccc1F)C1=NCCN1C=N2 do in these assays?
KDM5B inh: -11%

How did Cc1ccc(C#N)c(SCc2ccccc2F)n1 do in these assays?
KDM5B inh: -1%

What do the screens show for `CCOc1ccc(-n2c(=O)c3c(C)c(C)sc3n(Cc3ccccc3C)c2=O)cc1`?
KDM5B inh: -8%

What do the screens show for `CNC(=O)C(=O)NCC(c1ccc2c(c1)OCO2)N1CCOCC1` (configuration not stated)?
KDM5B inh: 16%

What do the screens show for `COc1cccc(CN2CCCC(COc3ccccc3C(=O)N3CCC(C)CC3)C2)c1` (configuration not stated)?
KDM5B inh: -18%

Results for CS(=O)(=O)N1N=C(c2cccc(O)c2)CC1c1ccco1 (configuration not stated) ?
KDM5B inh: 8%

Results for CCCCCCCSc1nc2c(c(=O)[nH]c(=O)n2C)n1CCC ?
KDM5B inh: 1%

How did O=C(NCCc1ccc(F)cc1)C1CN(c2ccccc2)C(=O)N1 (configuration not stated) do in these assays?
KDM5B inh: 9%[86.2 µM]

Results for CC(=O)c1cccc(NC(=O)C2CCN(S(=O)(=O)c3ccc4c(c3)oc(=O)n4C)CC2)c1 ?
KDM5B inh: -7%

What do the screens show for `CC(=O)Nc1ccc(NC(=O)CSc2cn(CC(=O)N(C(C)C)C(C)C)c3ccccc23)cc1`?
KDM5B inh: inconclusive

What do the screens show for `CC1CCn2c(nc3cc(C(=O)NCCc4ccc(Cl)cc4)ccc32)C1` (configuration not stated)?
KDM5B inh: -21%

Results for CCc1ccc(OCCN)cc1 ?
KDM5B inh: 7%

How did COc1cc(C(=O)NCCOc2cc(C)ccc2C(C)C)cc(OC)c1OC do in these assays?
KDM5B inh: 18%

What do the screens show for `COCC1CN(C2CCC2)CC12CCN(C(=O)c1ccc(F)cc1)CC2` (configuration not stated)?
KDM5B inh: inconclusive

Results for O=C(CN1C(=O)COc2ccc(S(=O)(=O)NC3CCCC3)cc21)Nc1ccc(Cl)cc1 ?
KDM5B inh: -17%

How did O=C(Nc1cccc(Cl)c1)c1ccc(N2CC3CC(C2)[C@H]2CCCC(=O)N2C3)nc1 (some centres not stated) do in these assays?
KDM5B inh: inconclusive

How did CCOC(=O)c1cnc2ccc(OCC)cc2c1Nc1ccccc1OCC do in these assays?
KDM5B inh: 14%

What do the screens show for `COc1ccccc1N1CCN(C(=O)C(OC)c2ccccc2)CC1=O` (configuration not stated)?
KDM5B inh: -19%

Results for Cc1ccc(NC(=O)C(Cc2ccccc2)NS(=O)(=O)c2ccc3c(c2)oc(=O)n3C)cc1F (configuration not stated) ?
KDM5B inh: -26%

Results for CCCCCOC(=O)CSc1nc2c(c(=O)[nH]c(=O)n2C)n1CCC ?
KDM5B inh: -20%

Results for Cc1cccc(NC(=O)Cn2c(=O)c(-c3noc(C)n3)c3n(c2=O)CCCCC3)c1 ?
KDM5B inh: -12%

How did O=C(Cc1c(F)cccc1Cl)N/N=C/c1cccs1 do in these assays?
KDM5B inh: 9%

Results for Cc1ccc2nc(C)c(C(=O)O)cc2c1 ?
KDM5B inh: -2%

What do the screens show for `COc1ccc(C2Cn3nnc(C(=O)N4CCN(C(=O)c5ccc(C)s5)CC4)c3CO2)cc1` (configuration not stated)?
KDM5B inh: inconclusive

Results for C=CCNS(=O)(=O)c1ccc(C(=O)NC(C)c2ncnn2CCC)cc1 (configuration not stated) ?
KDM5B inh: 18%

Filtered by structure, those above with an NH in an aromatic ring.
How did O=C(NC1CCN(c2cc(-c3ccc(Cl)cc3)[nH]n2)C1)c1c[nH]c2ccccc12 (configuration not stated) do in these assays?
KDM5B inh: 11µM*

Results for COc1cccc(-c2cc(C3CCN(C(=O)Nc4cccc(F)c4)CC3)[nH]n2)c1 ?
KDM5B inh: -12%

Results for CCCCCCCSc1nc2c(c(=O)[nH]c(=O)n2C)n1CCC ?
KDM5B inh: 1%

Results for CCCCCOC(=O)CSc1nc2c(c(=O)[nH]c(=O)n2C)n1CCC ?
KDM5B inh: -20%

Next section.
Results for CC(C)CCOc1ccc2c(-c3ccccc3)cc(=O)oc2c1 ?
KDM5B inh: -8%

How did O=S(=O)(NCCc1csc2nc(-c3ccc(F)cc3)nn12)c1ccc(Oc2ccccc2)cc1 do in these assays?
KDM5B inh: -16%

What do the screens show for `CCc1ccccc1Nc1sc(C(=O)c2cccc(OC)c2)c(N)c1S(=O)(=O)c1ccccc1`?
KDM5B inh: inconclusive

How did COc1cccc(-c2cc3c(=O)n(CCNC(=O)c4cccc5[nH]ccc45)ccn3n2)c1 do in these assays?
KDM5B inh: 25µM*

How did CC(=O)c1cccc(NC(=O)Cn2c(SCC(=O)Nc3ccc(F)cc3)nc3ccccc32)c1 do in these assays?
KDM5B inh: inconclusive

Results for O=C(OCC(=O)N1CCN(C(=O)c2ccco2)CC1)c1cccc(O)c1 ?
KDM5B inh: -14%

Results for Cc1nn(Cc2ccc(F)cc2)c(C)c1NC(=O)Nc1ccc2c(c1)OCO2 ?
KDM5B inh: 17%

What do the screens show for `O=C(C1CCCN(C2CCN(c3ncccn3)CC2)C1)N1CCOCC1` (configuration not stated)?
KDM5B inh: 20µM*

Results for COc1ccc(N(CC(=O)NCc2ccc(Cl)cc2)S(=O)(=O)c2c(C)noc2C)cc1 ?
KDM5B inh: 12%

Results for CC(C)c1cc(CN(C)C(=O)c2cc(COc3ccccc3)[nH]n2)on1 ?
KDM5B inh: 16%

What do the screens show for `c1ccc(-c2nc(C34CC5CC(CC(C5)C3)C4)cs2)cc1`?
KDM5B inh: 13%

Results for Cc1ccc(C(=O)NC(C(=O)NC2CC2)C2CCN(C(=O)c3ccccc3F)CC2)cc1 (configuration not stated) ?
KDM5B inh: -13%

What do the screens show for `O=c1c2nccnc2nc(SCc2ccccc2F)n1Cc1ccc2c(c1)OCO2`?
KDM5B inh: 7%

How did COc1cc(SC)ccc1C(=O)OCC(=O)NCc1cccs1 do in these assays?
KDM5B inh: 17%

What do the screens show for `COc1ccc(-c2cc3c(=O)n(CCNC(=O)c4cccc5[nH]ccc45)ccn3n2)cc1`?
KDM5B inh: 22µM*

Source: PubChem BioAssay (National Center for Advancing Translational Sciences (NCATS))

The list is partial; rates above refer to the full screens.
